Compound activity (PubChem BioAssay)
mIAP block – mouse IAP inhibition; inhibition, % at 10 µM; AID 2806; actives 0.2% (n = 330,000); purified mouse IAP, CDP-Star luminescence, 30 min;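 active = inhibition of at least 40% at 10 µM in the primary screen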;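 also: plate controls were DMSO with enzyme for no effect and no enzyme wells for full effect; values of inactives mirror those of a sister screen read the other way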
hIAP act – human IAP activation | actives 0.16% (n = 330,000) | P09923 | activation factor at 10 µM | purified human IAP, CDP-Star luminescence, 30 min; hits give high values; 1 = vehicle-only enzyme, 0 = enzyme-free background;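 active = activation factor of the enzyme at least 2-fold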; also: the source names both 10 and 20 µM as test concentration; values of inactives mirror those of a sister screen read the other way
Target sequence (P09923 whole entry, looked up): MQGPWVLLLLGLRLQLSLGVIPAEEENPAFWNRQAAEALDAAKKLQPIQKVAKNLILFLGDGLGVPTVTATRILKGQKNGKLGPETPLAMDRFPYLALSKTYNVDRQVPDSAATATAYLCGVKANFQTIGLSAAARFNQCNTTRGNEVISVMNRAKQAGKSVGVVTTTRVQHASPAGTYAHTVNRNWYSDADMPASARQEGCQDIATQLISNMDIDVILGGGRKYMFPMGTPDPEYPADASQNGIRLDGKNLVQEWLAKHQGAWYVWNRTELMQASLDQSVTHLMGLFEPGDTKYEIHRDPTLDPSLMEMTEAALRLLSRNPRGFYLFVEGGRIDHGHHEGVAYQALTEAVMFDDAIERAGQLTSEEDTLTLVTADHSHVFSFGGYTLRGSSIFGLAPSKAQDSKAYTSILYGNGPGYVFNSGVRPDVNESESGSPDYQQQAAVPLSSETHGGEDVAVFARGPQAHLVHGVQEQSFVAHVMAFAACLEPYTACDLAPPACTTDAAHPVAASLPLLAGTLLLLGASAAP
hIAP block – blocks human intestinal alkaline phosphatase; purified IAP, CDP-Star luminescence, 30 min; inhibition, % at 10 µM; actives 0.12% (n = 330,000);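 active = inhibition reaching a set limit with compound at 10 µM in the primary screen, cut at about 35% in these data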;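 also: plate controls were DMSO wells with enzyme for no effect and no-enzyme buffer wells for full effect; values of inactives mirror those of a sister screen read the other way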
MIN6 prolif – induces beta-cell replication in MIN6 cells; proliferation, % at 10 µM; actives 0.29% (n = 330,000); MIN6 cells proliferation, ATPlite luminescence, 48 h; cells starved in 0.2% serum; 100% = growth in 10% serum;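 active = compounds whose signal lies at least 3.5 SD above the mean of all wells on their plate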;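 also: 0% = DMSO-treated cells in low-serum medium and 100% = 10% serum control; some compounds called inactive have numbers as strong as hits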
mIAP act – increases mouse intestinal alkaline phosphatase activity; AID 2805; actives 0.24% (n = 330,000); activation factor at 10 µM; muIAP, CDP-Star luminescence, 30 min; hits give high values; 1 = vehicle-only enzyme signal, 0 = enzyme-free wells;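 active = activation factor of at least 2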; also: the source names both 10 and 20 µM as test concentration; values of inactives mirror those of a sister screen read the other way
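System: Mouse IAP enzyme | Also added: CDP-Star substrate | Dosing: Compounds dispensed in DMSO | Schedule: 30 min enzyme-substrate-compound incubation at room temperature | Technique: Chemiluminescence readout | Control set: DMSO-only wells and no-enzyme negative control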
A3G deaminase – blocks human APOBEC3G single-stranded DNA deamination | Q9HC16 | actives 0.28% (n = 330,000) | AID 493012 | inhibition, % at 20 µM | recombinant A3G, ssDNA deamination FAM/TAMRA fluorescence;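 active = inhibition of at least 40% at 20 µM, with no more than 30% in the related APOBEC3A deaminase screen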;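 also: plate controls were DMSO wells with A3G for no effect and wells lacking A3G enzyme for full effect; some compounds called inactive have numbers as strong as hits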
Target sequence (Q9HC16 whole entry, looked up): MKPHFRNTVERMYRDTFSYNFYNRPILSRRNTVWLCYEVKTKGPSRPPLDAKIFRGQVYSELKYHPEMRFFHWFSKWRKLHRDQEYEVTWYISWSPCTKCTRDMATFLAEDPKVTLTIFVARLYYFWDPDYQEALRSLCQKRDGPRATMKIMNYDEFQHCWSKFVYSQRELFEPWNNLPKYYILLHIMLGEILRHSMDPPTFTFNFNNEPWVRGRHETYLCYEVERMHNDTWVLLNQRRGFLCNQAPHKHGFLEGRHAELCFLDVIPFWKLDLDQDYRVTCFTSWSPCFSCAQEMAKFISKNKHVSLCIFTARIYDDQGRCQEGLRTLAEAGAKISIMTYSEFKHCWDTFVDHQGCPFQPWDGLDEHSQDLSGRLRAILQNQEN
GRIN3A LBD mod – NR3A (human) ligand-binding domain modulation; NR3A LBD differential scanning fluorimetry, Tm shift; 0% = protein alone, 100% = glycine-bound protein; AID 1259313; actives 2.5% (n = 340,000); Tm shift relative to glycine control, % at 25 µM;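 active = melting temperature shift of at least 10% of the positive control shift, at one fixed dose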
MPTP block – permeability transition pore inhibition | inhibition, % at 10 µM | actives 1.4% (n = 360,000) | AID 602449 | isolated mouse mitochondria, Ca2+ swelling absorbance, 30 min;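 active = inhibition of 50% or more, scaled per plate between neutral and stimulator controls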;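 also: 0% = DMSO wells given calcium and 100% = 1 mM EGTA wells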
A3A deaminase – human APOBEC3A DNA deaminase inhibition; actives 0.41% (n = 330,000); recombinant A3A, FAM/TAMRA ssDNA deamination fluorescence; AID 493011; inhibition, % at 20 µM;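 active = at least 40% inhibition at 20 µM here, with at most 30% in a related deaminase screen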;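 also: plate controls were A3A with DMSO for no effect and wells lacking A3A enzyme for full effect; some results filed as inactive read as strong as hits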
Target sequence (P31941 whole entry, looked up): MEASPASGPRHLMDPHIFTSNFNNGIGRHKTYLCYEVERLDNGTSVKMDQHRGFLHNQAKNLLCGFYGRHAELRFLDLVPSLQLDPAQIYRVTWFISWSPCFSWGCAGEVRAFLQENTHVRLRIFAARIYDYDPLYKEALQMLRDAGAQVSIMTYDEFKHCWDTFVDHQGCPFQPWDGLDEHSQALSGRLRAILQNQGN
The depositor's hits bear a star; . = no result given.

SMILES | mIAP block | hIAP act | hIAP block | MIN6 prolif | mIAP act | A3G deaminase | GRIN3A LBD mod | MPTP block | A3A deaminase
Cc1c(C(=O)N/N=C/c2cccnc2)sc(N)c1C#N | 10 | 0.88 | 12 | 1 | 0.9 | -10 | -3 | -1.7 | -4
CC(C)OC(=O)c1c(NC(=O)c2cnn3c2NC(c2ccccc2)CC3C(F)F)sc2c1CCCC2 (stereo unspecified) | 5 | 0.9 | 10 | -4 | 0.95 | -7 | . | . | -1
CC(C)(C)c1ccc(S(=O)(=O)Nc2ccc(Cc3ccncc3)cc2)cc1 | -7 | 1 | -1 | -5 | 1.1 | -3 | -24 | 73* | 2
CCc1ccc(CN(C)C(=O)C2CCC(=O)N(CC3CCCCC3)C2)cc1 (stereo unspecified) | -7 | 0.86 | 14 | 0 | 1.1 | 14 | -1 | 0.2 | 2
CCOC(=O)CN(C)C(=O)CCc1nnc(-c2ccsc2)o1 | -9 | 1.1 | -12 | 1 | 1.1 | -10 | 5 | -0.2 | -2
O=C(OCCOc1ccccc1)c1cc(S(=O)(=O)N2CCOCC2)ccc1Cl | 0 | 0.91 | 9 | -3 | 1 | -4 | -1 | -1.3 | 3
CCN1CCCc2cc(CN(CCN3CCOCC3)C(=S)Nc3ccccc3C)ccc21 | 17 | 1.1 | -10 | 0 | 0.83 | -6 | 0 | -0.5 | -3
CCOC(=O)C1CCN(C(=O)CCc2nnc3ccc(NCc4ccco4)nn23)CC1 | -11 | 1.1 | -5 | -3 | 1.1 | 2 | -1 | -1.3 | 9
CC(Sc1ccc(Cl)cc1)C(=O)NCC1CCCO1 (stereo unspecified) | 3 | 1.1 | -15 | -1 | 0.97 | 2 | 0 | -0.4 | -1
NC(N)=N/N=C/c1ccc(Cl)c(Cl)c1 | 10 | 1.2 | -16 | -4 | 0.9 | -5 | -1 | 3.0 | -1
CCOC(=O)C1=C(CC)Nc2ccccc2N=C1NC(=O)c1cc(S(=O)(=O)N(C)C)ccc1Cl | 4 | 1.1 | -8 | 0 | 0.96 | -3 | 17* | 14 | -18
CC(C)[C@H](NC(=O)Cc1ccccc1)C(=O)OCc1cc(=O)n2c(n1)sc1ccccc12 | 4 | 1 | -4 | 1 | 0.96 | 8 | -3 | -0.4 | 43*
Cc1cc(NC(=O)CSc2nnnn2-c2ccccc2F)no1 | 5 | 1 | -5 | 1 | 0.95 | -4 | 0 | -0.3 | 1
COc1ccc(C(=O)Nc2ccccc2C(=O)NCC2CCCO2)cc1 (stereo unspecified) | -3 | 1.1 | -7 | 2 | 1 | -5 | 2 | 0.5 | 3
NC(=O)NC(=O)CSc1nnc(-c2ccco2)n1Cc1ccccc1 | -1 | 0.85 | 15 | 0 | 1 | 2 | -3 | 1.0 | 1
C/C(=N\NC(=O)CSc1nc2nc(C)cc(C)n2n1)c1ccccc1 | 15 | 1.1 | -5 | -2 | 0.85 | -5 | 0 | -0.7 | -1
Cc1cccc(OCCCC(=O)Nc2ccc(N3CCOCC3)cc2)c1 | 7 | 0.93 | 7 | -2 | 0.93 | -7 | -1 | -0.2 | -1
CC(C)(C)NC(=O)c1ccc(Sc2ccccc2)c([N+](=O)[O-])c1 | 8 | 0.95 | 5 | -3 | 0.92 | 4 | -6 | -0.7 | -3
Cc1cc(N2CC(=O)N(CCc3ccccc3)C(=O)C2)n2ncnc2n1 | -2 | 0.94 | 6 | -3 | 1 | -2 | 0 | 1.5 | 1
COc1ccc(/C=C/C(=O)NCCN2CCOCC2)cc1OC | 9 | 0.96 | 4 | -2 | 0.91 | -1 | 0 | -0.1 | 1
Cc1ccc(C(=O)N2CC=C(c3ccccc3)CC2)s1 | 3 | 1 | -5 | 1 | 0.97 | -3 | -4 | -1.4 | 2
Cc1ccc(C(=O)CC(=O)c2ccccc2C)c(O)c1 | -8 | 1 | -4 | -2 | 1.1 | -8 | -2 | -1.8 | -6
N#Cc1ccc(C(=O)OCCc2cc3ccccc3c(=O)o2)cc1 | 3 | 0.99 | 0 | 1 | 0.97 | -8 | 3 | -0.8 | -2
NC(=O)c1ccsc1NC(=O)COC(=O)c1cccnc1Cl | 3 | 0.89 | 11 | 1 | 0.97 | -3 | 2 | -2.0 | -1
COCCCNC(=O)Cc1c(C)c2c(cc(C)c3c(C)c(C)oc32)oc1=O | -7 | 1.1 | -7 | -3 | 1.1 | -8 | 1 | 0.6 | 0
Clc1cc(Br)ccc1OCCOCCN1CCCC1 | 0 | 1.1 | -10 | -2 | 1 | -1 | 0 | 1.9 | -5
O=C(O)c1cccnc1Cl | 0 | 1.2 | -20 | -1 | 1 | -6 | 0 | 1.8 | -6
Cc1ccc(S(=O)(=O)Cc2ccccc2Cl)cc1 | 0 | 0.98 | 2 | 1 | 1 | -2 | 0 | 6.6 | 4
CCc1cccc(C)c1NC(=S)N(CCN(C)C)C(C)c1ccco1 (stereo unspecified) | 4 | 1 | 0 | -2 | 0.96 | -3 | -1 | 0.9 | 1
O=C(NCc1ccccc1)c1cccc(Br)n1 | -9 | 0.99 | 1 | -4 | 1.1 | -9 | -1 | 1.3 | -4
O=C(CSc1nc2ccccc2c(=O)n1Cc1ccc(F)cc1)NCC1CCCO1 (stereo unspecified) | -1 | 0.85 | 15 | 2 | 1 | -4 | 1 | 0.7 | 0
Cc1c(C)c2ccc(OCC(=O)Nc3ccccn3)cc2oc1=O | 10 | 0.83 | 17 | -1 | 0.9 | -7 | -2 | -0.4 | -4
CCOC(=O)c1[nH]c2ccccc2c1NC(=O)c1ccc(S(=O)(=O)N2CCOCC2)cc1 | 0 | 1 | 0 | 3 | 1 | -4 | 4 | -0.3 | 0
CCO[C@@H]1OC(C(=O)NCc2ccccc2)=C[C@H](c2coc3ccccc3c2=O)[C@H]1CCCO | 13 | 0.99 | 1 | 6 | 0.87 | -7 | -3 | -1.4 | -1
NC(=O)c1cc2ccccc2o/c1=N/NC(=O)c1cccc(F)c1 | -4 | 0.84 | 16 | -1 | 1 | 0 | 1 | -1.0 | 0
CSc1nc(N)nc2c1ncn2CC(=O)NCc1ccc2[nH]ccc2c1 | -13 | 1.1 | -10 | 0 | 1.1 | -8 | 0 | 2.1 | -6
O=C1N(Cc2cccc(Cl)c2)C[C@@H]2C[C@@H](c3ccc4nonc4c3)N3CCC[C@@]123 | 8 | 0.98 | 2 | 0 | 0.92 | -4 | -10 | 0.4 | 3
Nc1ccc(OC(=O)Nc2ccc(O)cc2)cc1 | 1 | 1.1 | -12 | -3 | 0.99 | 0 | -5 | 0.4 | 0
CCOC(=O)C1CCN(CCC(=O)Nc2ccccc2Cl)CC1 | -10 | 1.2 | -16 | 0 | 1.1 | -2 | -1 | 2.0 | -2
COCCCNC(=S)Nc1ccc(CC(=O)O)cc1 | 8 | 0.98 | 2 | -1 | 0.92 | -6 | 1 | 1.9 | 0
COc1ccc(C(=O)OCCCOC(=O)c2ccc(OC)cc2OC)c(OC)c1 | 10 | 0.88 | 12 | 1 | 0.91 | -6 | 4 | -1.7 | 1
Cc1cccc(NC(=O)C2CCN(C(=O)c3ccco3)CC2)c1C | -4 | 1.1 | -9 | -2 | 1 | -5 | -1 | -2.1 | 0
COc1ccccc1-c1c(-c2ccc(OCC(=O)NN)cc2O)n[nH]c1C(F)(F)F | 3 | 1.3 | -27 | -5 | 0.97 | -6 | -2 | 0.0 | 0
O=C(NN1CCN(Cc2ccccc2)CC1)c1ccc(N2CCOCC2)c([N+](=O)[O-])c1 | -9 | 0.84 | 16 | 2 | 1.1 | 4 | 2 | -1.6 | 5
Cc1c(Nc2nc(-c3ccccc3)cs2)c(=O)n(-c2ccccc2)n1C | -14 | 1 | -5 | 0 | 1.1 | -1 | -2 | -0.8 | 1

Two records drawn at random from the list so far, as already listed:
SMILES | mIAP block | hIAP act | hIAP block | MIN6 prolif | mIAP act | A3G deaminase | GRIN3A LBD mod | MPTP block | A3A deaminase
Cc1c(Nc2nc(-c3ccccc3)cs2)c(=O)n(-c2ccccc2)n1C | -14 | 1 | -5 | 0 | 1.1 | -1 | -2 | -0.8 | 1
COCCCNC(=S)Nc1ccc(CC(=O)O)cc1 | 8 | 0.98 | 2 | -1 | 0.92 | -6 | 1 | 1.9 | 0

Carrying on:
SMILES | mIAP block | hIAP act | hIAP block | MIN6 prolif | mIAP act | A3G deaminase | GRIN3A LBD mod | MPTP block | A3A deaminase
O=C(NCc1cccs1)C(=O)NCC(c1ccco1)N1CCN(c2ccc(F)cc2)CC1 (stereo unspecified) | 8 | 0.99 | 1 | 1 | 0.92 | -4 | 0 | 1.1 | -3
COc1cc(OC)c(S(=O)(=O)Nc2ccc(C(=O)N3CCCC3)cc2)cc1NC(C)=O | 4 | 1.1 | -9 | 0 | 0.96 | -6 | -3 | -2.0 | -1
CC(=O)Nc1cc(C(=O)OCC(=O)c2ccccc2)ccc1C | 0 | 1.1 | -8 | 0 | 1 | -6 | 3 | -1.2 | -2
Cc1sc2nc(CN3CCN(c4ccc(O)cc4)CC3)[nH]c(=O)c2c1C | 6 | 1.1 | -14 | -6 | 0.94 | 32 | -1 | 2.7 | -3
COc1ccccc1N(CCC#N)C(=O)COC(=O)CCC(=O)c1ccc(F)cc1 | -14 | 1.1 | -6 | -3 | 1.1 | -5 | 1 | 0.0 | -3
O=[N+]([O-])c1cc([N+](=O)[O-])c2cc3ccccc3nc2c1 | 17 | 0.94 | 6 | -5 | 0.83 | 2 | . | 3.6 | 3
Cc1ccc(CNC(=O)CSc2nnc3c(n2)[nH]c2ccccc23)cc1 | 10 | 1 | -4 | 0 | 0.9 | -1 | 0 | -0.4 | 2
CCn1cc(C2=NC(CCSC)CO2)c2ccccc21 (stereo unspecified) | 2 | 1.1 | -8 | 2 | 0.97 | -1 | -1 | 1.7 | 0
CCCn1c(N)c(N(CCOC)C(=O)CSc2c(Cl)cccc2Cl)c(=O)[nH]c1=O | -6 | 1.1 | -8 | -1 | 1.1 | -6 | 0 | 0.7 | 5
O=C(Nc1ccc(C(F)(F)F)cc1)c1ccccc1 | 0 | 1.1 | -6 | 1 | 1 | 10 | 2 | 1.6 | 5
Cc1ccc(/C=N/NC(=O)Cc2ccc(Cl)cc2)s1 | 2 | 1.2 | -20 | 2 | 0.98 | 0 | 0 | 0.8 | 3
Cn1c(N2CCN(c3ccccn3)CC2)nc2c1c(=O)n(Cc1ccccc1Cl)c(=O)n2C | -7 | 1.3 | -32 | -2 | 1.1 | 4 | 6 | 1.4 | 2
O=C(Nc1cccc([N+](=O)[O-])c1)Nc1cccs1 | 3 | 0.95 | 5 | -4 | 0.97 | -3 | 19* | 89* | 1
CN(C)CCCNCCCNC(=O)/C(=N\O)c1ccccn1 | -9 | 1 | 0 | -1 | 1.1 | 0 | -3 | -3.0 | 0
Cc1ccc(CNC(=O)CCn2cc(-c3ccc(F)cc3)nc2-c2ccncc2)cc1 | 6 | 0.99 | 0 | 1 | 0.94 | -1 | -2 | 0.7 | -1
CC(C)NC(=O)c1cc2c(C(F)(F)F)nn(C)c2s1 | -14 | 1.1 | -7 | -3 | 1.1 | 0 | -2 | 5.6 | -4
O=S(=O)(NCC(c1ccco1)N1CCc2ccccc2C1)c1ccc(Br)cc1 (stereo unspecified) | -9 | 1.1 | -7 | -8 | 1.1 | 5 | . | 1.5 | 2
Cc1onc(-c2c(Cl)cccc2Cl)c1C(=O)NC(C)(C)CO | 7 | 1.2 | -23 | -4 | 0.93 | -10 | 2 | 0.1 | -2
COCCN1CC(=O)N2C(c3cccc(OC)c3)c3[nH]c4ccccc4c3C[C@H]2C1=O (stereo partly specified) | -5 | 1.2 | -20 | -2 | 1 | -11 | 1 | 1.5 | -5
O=C(OCC(=O)N1CCN(S(=O)(=O)c2ccccc2)CC1)c1ccc([N+](=O)[O-])o1 | -3 | 0.94 | 6 | -2 | 1 | -7 | 3 | 3.8 | -1
